PRC2 inh: EZH2 (human) methyltransferase inhibition. hit rate 0.35% among 57,000. Q15910. PRC2 H3K27 methylation, DELFIA TRF, 1 h. AID 651548. inhibition, % at 12.5 µM;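 active means mean inhibition of replicates at least 50% and every single replicate also reaching 50%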;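 further: dimethyl H3K27 on biotinylated H3 21-44 peptide detected by antibody; plate controls were median neutral control wells for no effect and median positive control wells for full effect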
IDH1 mut inh: blocks human IDH1 R132H reductase activity; O75874; diaphorase/resazurin fluorescence, 60 min; inhibition, % at 10 µM; hit rate 0.18% among 70,000; AID 624101; in the data active means inhibition above about 34%;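 further: 0% = DMSO and 100% = no enzyme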
Target sequence (O75874 whole entry R132H): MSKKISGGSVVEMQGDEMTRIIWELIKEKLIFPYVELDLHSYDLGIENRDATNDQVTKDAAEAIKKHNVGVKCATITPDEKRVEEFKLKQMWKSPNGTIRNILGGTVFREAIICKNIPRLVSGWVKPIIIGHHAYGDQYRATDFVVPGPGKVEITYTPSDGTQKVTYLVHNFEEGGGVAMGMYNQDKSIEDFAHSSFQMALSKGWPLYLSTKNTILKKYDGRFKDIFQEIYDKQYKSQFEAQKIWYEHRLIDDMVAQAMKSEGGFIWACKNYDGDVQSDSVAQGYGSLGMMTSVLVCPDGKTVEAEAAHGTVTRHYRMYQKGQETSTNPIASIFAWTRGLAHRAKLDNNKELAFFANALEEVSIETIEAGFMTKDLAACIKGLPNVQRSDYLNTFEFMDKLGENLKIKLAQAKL
The depositor's hits bear a star; nt = no result given. Only part of the results is shown; rates above refer to the full screens.

cpd	Structure	PRC2 inh	IDH1 mut inh
1	c1ccc(N2CCN(Cc3nc4ccccc4[nH]3)CC2)nc1	-8	1.6
2	O=C(CCCCC(=O)N/N=C/c1cccnc1)NO	-27	nt
3	COC(=O)C[C@@H]1C[C@@H]2c3cc(NS(=O)(=O)c4ccc(OC)cc4)ccc3O[C@@H]2[C@H](CO)O1	4	-0.4
4	Cc1noc(C)c1NC(=O)Nc1ccc2c(c1)CC(=O)N([C@H](C)CO)C[C@H](C)[C@H](CN(C)Cc1ccc(C(=O)Nc3ccccc3N)cc1)O2	-7	4.9
5	CC(Oc1ccc(Br)cc1)C(=O)NCCN1CCOCC1 (centres undefined)	-4	-0.2
6	O=C(C1=C[C@H](c2csc3ccccc23)C[C@H](OCc2ccc(CO)cc2)O1)N1CCCCC1	21	nt
7	CNC[C@@H]1Oc2ccc(NC(=O)C3CCCCC3)cc2CC(=O)N([C@H](C)CO)C[C@H]1C	0	1.9
8	C[C@@H]1CN([C@H](C)CO)C(=O)c2cccc(NS(=O)(=O)c3cccs3)c2O[C@H]1CN(C)C(=O)NC1CCCCC1	nt	1.4
9	COc1ccc(C)cc1NC(=O)CNS(=O)(=O)c1c(C)cc(C)cc1C	10	-0.4
10	Cc1noc(C)c1NC(=O)Nc1ccc2c(c1)C(=O)N([C@H](C)CO)C[C@@H](C)[C@H](CN(C)CC1CCCCC1)O2	-5	-1.3
11	O=C(Cn1c(=O)oc2ccccc21)Nc1cccc([N+](=O)[O-])c1	-1	1.8
12	Cc1ccc(-c2nc3ccccc3o2)cc1NC(=O)CN1C(=O)c2ccccc2C1=O	-11	0.3
13	O=C(Nc1cccc(Cl)c1)N[C@H]1CC[C@@H](CCNC(=O)C2CCOCC2)O[C@H]1CO	-3	0.1
14	O=C(CCCCCCC(=O)N/N=C/C1=CCCCC1)NO	0	-0.2
15	CN1CCN(C(=O)C[C@@H]2C[C@@H]3c4cc(NC(=O)Nc5ccccc5F)ccc4O[C@@H]3[C@@H](CO)O2)CC1	4	1.1
16	COc1ccc(S(=O)(=O)Nc2cccc3c2O[C@@H](CN(C)Cc2ccc(C(F)(F)F)cc2)[C@@H](C)CN([C@H](C)CO)C3=O)cc1	nt	0.2
17	C[C@H](CO)N1C[C@H](C)[C@@H](CN(C)C(=O)Nc2ccc3c(c2)OCO3)OCc2cn(nn2)CCCC1=O	1	-0.4
18	Cc1ccc(-c2noc(CSc3nnc(-c4cccs4)n3C)n2)cc1	10	0.1
19	C[C@@H]1CN([C@H](C)CO)S(=O)(=O)c2ccc(Br)cc2O[C@@H]1CN(C)C(=O)CC1CC1	6	-3.2
20	O=C(c1ccc2c(c1)CCO2)N1CCN(C(c2ccccc2)c2ccccc2)CC1	-2	-0.4
21	C[C@@H]1CN([C@@H](C)CO)C(=O)Cc2cc(NC(=O)Cn3cnnn3)ccc2O[C@@H]1CN(C)Cc1ccc(-c2ccccc2)cc1	-10	0.4
22	C[C@@H]1CN([C@@H](C)CO)C(=O)c2cc(NC(=O)Cc3cn(C)c4ccccc34)ccc2O[C@@H]1CN(C)S(=O)(=O)c1ccc(F)cc1	nt	-22
23	COc1ccc(NC(=O)N(C)C[C@@H]2Oc3ccc(NC(=O)NC4CCCCC4)cc3C(=O)N([C@@H](C)CO)C[C@H]2C)cc1	5	nt
24	C[C@H](CO)N1C[C@H](C)[C@@H](CN(C)Cc2ccccc2)Oc2ccc(NC(=O)Cc3ccccc3)cc2C1=O	-7	nt
25	COc1ccccc1-c1ccc2c(c1)O[C@@H](CN(C)C)[C@@H](C)CN([C@@H](C)CO)S2(=O)=O	-18	0.9

The closing six records of the part above lead into the next.
cpd	Structure	PRC2 inh	IDH1 mut inh
20	O=C(c1ccc2c(c1)CCO2)N1CCN(C(c2ccccc2)c2ccccc2)CC1	-2	-0.4
21	C[C@@H]1CN([C@@H](C)CO)C(=O)Cc2cc(NC(=O)Cn3cnnn3)ccc2O[C@@H]1CN(C)Cc1ccc(-c2ccccc2)cc1	-10	0.4
22	C[C@@H]1CN([C@@H](C)CO)C(=O)c2cc(NC(=O)Cc3cn(C)c4ccccc34)ccc2O[C@@H]1CN(C)S(=O)(=O)c1ccc(F)cc1	nt	-22
23	COc1ccc(NC(=O)N(C)C[C@@H]2Oc3ccc(NC(=O)NC4CCCCC4)cc3C(=O)N([C@@H](C)CO)C[C@H]2C)cc1	5	nt
24	C[C@H](CO)N1C[C@H](C)[C@@H](CN(C)Cc2ccccc2)Oc2ccc(NC(=O)Cc3ccccc3)cc2C1=O	-7	nt
25	COc1ccccc1-c1ccc2c(c1)O[C@@H](CN(C)C)[C@@H](C)CN([C@@H](C)CO)S2(=O)=O	-18	0.9
26	COCC(=O)Nc1ccc2c(c1)C(=O)N(C)C[C@H](OC)[C@@H](C)CN(C(=O)CC1CC1)[C@H](C)CO2	0	-0.1
27	C[C@H]1CN([C@@H](C)CO)C(=O)c2cc(NC(=O)C3CCCCC3)ccc2O[C@@H]1CN(C)C(=O)Nc1ccc2c(c1)OCO2	-7	2.9
28	O=C(CSC1CC(=O)N(c2ccccc2)C1=O)Nc1ccccc1F (centres undefined)	-19	0.1
29	C/C=C/c1ccc2c(c1)O[C@@H](CN(C)CCC)[C@@H](C)CN([C@H](C)CO)S2(=O)=O	-16	53*
30	C[C@@H]1CN([C@@H](C)CO)C(=O)c2cc(NC(=O)c3ccncc3)ccc2O[C@@H]1CN(C)CC1CCCCC1	-4	1.1
31	COCC(=O)N(C)C[C@H]1Oc2cc(-c3ccc(OC)cc3)ccc2S(=O)(=O)N([C@H](C)CO)C[C@H]1C	-20	-3.2
32	COc1ccc(S(=O)(=O)N[C@H]2CC[C@@H](CCn3cc(-c4cccc(F)c4)nn3)O[C@H]2CO)cc1	-17	-0.4
33	CC1(C)CC[C@@]2(C(=O)O)C(C1)C1=CCC3[C@@]4(C)CC[C@H](O[C@@H]5O[C@H](C(=O)O)[C@@H](O[C@H]6OC[C@](O)(CO)[C@H]6O)[C@H](O)[C@H]5O)C(C)(C)C4CC[C@@]3(C)[C@]1(C)C[C@H]2O (some centres undefined)	-12	-0.1
34	CCCC(=O)Nc1ccc2nc(SCc3ccccc3C#N)sc2c1	28	0.0
35	CCCC#Cc1ccc2c(c1)O[C@@H](CN(C)C(=O)NC(C)C)[C@@H](C)CN([C@H](C)CO)S2(=O)=O	-22	-4.0
36	CO[C@@H]1CN(C)C(=O)c2cc(NS(=O)(=O)CC(F)(F)F)ccc2OC[C@@H](C)N(C(=O)c2ccc3c(c2)OCO3)C[C@H]1C	1	-0.6
37	CO[C@H]1CN(C)C(=O)c2cc(NC(=O)Nc3cccc(F)c3)ccc2OC[C@H](C)N(C(=O)Nc2c(C)noc2C)C[C@@H]1C	-2	0.2
38	C[C@H](CO)N1C[C@H](C)[C@@H](CN(C)C(=O)C2CCCCC2)OCCCC[C@H](C)Oc2ccc(NS(C)(=O)=O)cc2C1=O	-4	nt
39	CC(=O)Nc1ccc(OCC(O)CNC(C)C)cc1 (centres undefined)	nt	0.0
40	C[C@@H]1CN([C@H](C)CO)C(=O)Cc2cc(NC(=O)Cn3cnnn3)ccc2O[C@@H]1CN(C)C(=O)Nc1ccccc1	nt	0.7
41	COc1cc([N+](=O)[O-])ccc1NC(=O)CN(C)S(=O)(=O)c1ccccc1	-2	-0.1
42	COc1ccc(S(=O)(=O)Nc2ccc3c(c2)C(=O)N(C)C[C@H](OC)[C@@H](C)CN[C@H](C)CO3)cc1	2	0.2
43	Cc1cc(C(=O)Nc2cccc3c2O[C@@H](CN(C)S(C)(=O)=O)[C@H](C)CN([C@@H](C)CO)C3=O)n(C)n1	nt	2.0
44	C[C@@H]1CN([C@@H](C)CO)C(=O)Cc2cc(NC(=O)C3CC3)ccc2O[C@@H]1CN(C)C(=O)Nc1ccc2c(c1)OCO2	-7	-0.8
45	O=C(Nc1ccc(C(F)(F)F)cc1)Nc1ccc2c(c1)[C@@H]1C[C@@H](CC(=O)N3CCc4ccccc4C3)O[C@H](CO)[C@@H]1O2	-9	0.2
46	C[C@@H]1CCCCO[C@H](CN(C)S(=O)(=O)c2ccc(Cl)cc2)[C@H](C)CN([C@H](C)CO)C(=O)c2cc(NS(=O)(=O)c3cn(C)cn3)ccc2O1	nt	4.6
47	O=C(C[C@H]1C=C[C@@H](NC(=O)C2CCC2)[C@@H](CO)O1)NCC1CC1	15	0.0
48	O=C(C[C@@H]1CC[C@@H](NC(=O)C2CC2)[C@@H](CO)O1)Nc1nccs1	-3	0.2
49	Cc1noc(C)c1S(=O)(=O)Nc1ccc2c(c1)C(=O)N([C@H](C)CO)C[C@H](C)[C@H](CN(C)CC1CC1)OCCCC[C@@H](C)O2	nt	3.7
50	C[C@H]1CCCCO[C@@H](CN(C)C(=O)c2ccncc2)[C@@H](C)CN([C@@H](C)CO)C(=O)c2cc(NC(=O)C3CCCCC3)ccc2O1	-1	nt
51	C[C@H](CO)N1C[C@H](C)[C@@H](CN(C)Cc2ccc(-c3ccccc3)cc2)Oc2c(NS(=O)(=O)c3ccc(F)cc3)cccc2C1=O	nt	0.0
52	C[C@@H]1CN([C@H](C)CO)S(=O)(=O)c2ccc(-c3ccc(F)cc3)cc2O[C@H]1CN(C)C	0	-0.3
53	C[C@H](CO)N1C[C@H](C)[C@H](CN(C)Cc2ccc3cccnc3c2)OCc2cn(nn2)CCCC1=O	-3	0.7
54	C[C@H](CO)N1C[C@H](C)[C@H](CN(C)Cc2ccc3c(c2)OCO3)Oc2ccc(NC(=O)Cn3cnnn3)cc2C1=O	nt	0.7
55	COCCOC(=O)N1C(=O)[C@@]2(c3cc(C#CCC(C(=O)OC)C(=O)OC)ccc31)[C@H](c1ccc(OCCO)cc1)N1[C@H](c3ccccc3)[C@H](c3ccccc3)OC(=O)[C@H]1[C@@H]2C(N)=O	-13	0.4
56	CC(C)NC(=O)N(C)C[C@H]1Oc2ncc(C#Cc3ccncc3)cc2C(=O)N([C@@H](C)CO)C[C@@H]1C	7	9.9
57	Cc1ccc(CC(CC(=O)O)C(=O)Nc2cc(C)ccc2C)cc1 (centres undefined)	3	1.8
58	O=C(N[C@@H]1CC[C@@H](CCNS(=O)(=O)c2ccccc2)O[C@H]1CO)c1cccc(F)c1	13	-0.2
59	C[C@@H]1CN([C@H](C)CO)S(=O)(=O)c2ccc(-c3ccccc3)cc2O[C@@H]1CN(C)C(=O)c1ccc2c(c1)OCO2	-8	-0.3
60	C[C@@H]1CCCCO[C@@H](CN(C)C)[C@H](C)CN([C@@H](C)CO)C(=O)c2cc(NS(=O)(=O)c3cn(C)cn3)ccc2O1	-1	4.0
61	C[C@H](CO)N1C[C@H](C)[C@H](CN(C)CC2CC2)Oc2ccc(NC(=O)CCCN(C)C)cc2C1=O	3	0.3
62	CC12CCCCC1(O)N(O)C(C(=O)c1ccccc1)=N2 (centres undefined)	-2	-0.3
63	C[C@H](CO)N1C[C@H](C)[C@@H](CN(C)C(=O)NC2CCCCC2)OCCCC[C@H](C)Oc2ccc(NC(=O)NC3CCCCC3)cc2C1=O	nt	0.6
64	CCn1cc(CN(C)C(=S)Nc2ccc(OC)c(OC)c2)c(C)n1	-13	1.7
65	C[C@H](CO)N1C[C@H](C)[C@H](CN(C)Cc2ccc(C(=O)O)cc2)Oc2ccc(NC(=O)Nc3ccc(F)cc3)cc2CC1=O	17	2.6
66	CCCC#Cc1cnc2c(c1)C(=O)N([C@@H](C)CO)C[C@H](C)[C@@H](CN(C)C(=O)c1cccnc1)O2	nt	-0.4
67	C[C@@H]1CN([C@H](C)CO)C(=O)c2cccc(NC(=O)C3CC3)c2O[C@@H]1CN(C)Cc1ccc2c(c1)OCO2	nt	0.3
68	COCC1=C([C@H](O)c2ccccc2)[C@H](CO)[C@@H]2C(=O)N(Cc3ccccc3)C(=O)[C@@H]2C1	-8	nt
69	CO[C@@H]1CN(C)C(=O)c2cc(NC(C)=O)ccc2OC[C@@H](C)NC[C@@H]1C	4	0.2
70	CCCN(C)C[C@H]1OCCCC[C@H](C)Oc2ccc(NS(=O)(=O)c3ccc(Cl)cc3)cc2C(=O)N([C@@H](C)CO)C[C@H]1C	1	nt
71	COc1ccc(NC(=O)N(C)C[C@H]2Oc3ncc(C#C[C@@H](C)O)cc3C(=O)N([C@@H](C)CO)C[C@H]2C)cc1	19	nt
72	Cc1noc(C)c1NC(=O)N(C)C[C@@H]1OCCCC[C@H](C)Oc2ccc(NC(=O)c3ccncc3)cc2C(=O)N([C@@H](C)CO)C[C@H]1C	nt	5.3
73	O=C(Nc1ccccc1)C1=C[C@@H](c2ccc3c(c2)Cc2ccccc2-3)C[C@@H](OCCCCO)O1	-21	-0.3
74	O=C(Cc1ccccn1)N[C@H]1CC[C@@H](CCNC(=O)c2cc(Cl)cc(Cl)c2)O[C@@H]1CO	-2	-0.1
75	CO[C@H]1CN(C)C(=O)c2cc(NC(=O)C3CC3)ccc2OC[C@@H](C)N(C(=O)C2CCCCC2)C[C@@H]1C	9	0.3
76	COc1ccc(NC(=O)Nc2ccc3c(c2)C(=O)N([C@H](C)CO)C[C@H](C)[C@H](CN(C)C(=O)CCCN(C)C)OCCCC[C@H](C)O3)cc1	nt	5.6
77	O=C(CC1CC1)Nc1ccc2c(c1)[C@H]1C[C@@H](CC(=O)N3CCCCC3)O[C@H](CO)[C@H]1O2	-27	-0.2
78	C/C=C/c1cnc2c(c1)C(=O)N([C@H](C)CO)C[C@H](C)[C@H](CN(C)C(=O)Nc1ccc(OC)cc1)O2	-5	-0.2

Whole records, looked up by structure:
O=C(Cc1ccccn1)N[C@H]1CC[C@@H](CCNC(=O)c2cc(Cl)cc(Cl)c2)O[C@@H]1CO reads PRC2 inh = -2; IDH1 mut inh = -0.1
C[C@@H]1CN([C@H](C)CO)C(=O)c2cccc(NC(=O)C3CC3)c2O[C@@H]1CN(C)Cc1ccc2c(c1)OCO2 reads PRC2 inh = nt; IDH1 mut inh = 0.3
